miR-122 sensor: miR-122 inhibition in Huh7 cells. Huh7 miR-122 Renilla luciferase sensor, 48 h; neutral wells = 0, positive control = 100. activation (reporter increase), % at 12.5 µM. actives 0.3% (n = 340,000);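 active means mean replicate activation score at least 90 and every replicate individually at or above 90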;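 further: higher luciferase means less miR-122 activity so hits act as miR-122 inhibitors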
Cneo AK release: Cryptococcus neoformans lysis via adenylate kinase release. C. neoformans lysis, adenylate kinase release luminescence, 4 h; normalised: neutral wells 0, clomiphene wells 100. lysis activity, % at 15 µM. actives 0.2% (n = 360,000);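 active means mean lysis activity across replicates of at least 80%, whatever share of replicates individually reach that level; inactive means mean lysis activity below 80%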
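Material: C. neoformans cells; Schedule: 4 h static compound exposure, 37 °C, read 1 h post-reagent; Measured by: adenylate kinase release luminescence; Read-out: signal increase indicating cell lysis; Controls: Clomiphene as positive lysis control.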
RAD52 inh: inhibitors of human RAD52 DNA annealing; actives 0.46% (n = 360,000); recombinant RAD52 DNA annealing, FRET fluorescence; inhibition, % at 18.7 µM; AID 651710; P43351;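 active means every replicate showing at least 50% inhibition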
PglD inh: PglD (C. jejuni) enzyme inhibition; actives 0.098% (n = 360,000); AID 602405; inhibition, % at 12.5 µM; purified PglD enzyme, DTNB colorimetric CoA detection; in the data active means inhibition above about 16%, passing the limit was not always enough; further: strong numbers were not always called active
PGC1a acetyl inh: PGC1a acetylation modulation, inhibitor mode; U2OS PGC1a acetylation, AlphaScreen anti-acetyl-lysine; with virally co-expressed GCN5 acetyltransferase; inhibition, % at 15.6 µM; actives 0.17% (n = 350,000);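 active means every replicate shows inhibition of at least 40%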;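 further: 0% = neutral control wells and 100% = positive control wells; some results beyond the cut were filed as inactive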
E-sel inducer: induces E-selectin expression in human endothelial cells; P16581; HUVEC E-selectin immunofluorescence imaging; normalized: neutral wells 0, TNF-alpha wells 100; activation, % at 7.58 µM; actives 0.37% (n = 260,000);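 active means mean E-selectin-positive cell signal at least 10% of the positive control, reached in at least 60% of replicates, without over 20% cell loss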;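 further: in these data hits start at about 27%; measured in HUVEC primary endothelial cells; signal is the percent of cells scored E-selectin positive by PE staining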
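Test system: HUVEC | Signal: Immunofluorescence imaging | Read-out: Percent E-selectin-positive cells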
RAD54 branch: RAD54 (human) branch migration inhibition; Q92698; RAD54 Holliday junction branch migration, FAM/BHQ fluorescence; inhibition, % at 10.4 µM; actives 0.14% (n = 360,000); AID 602329;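 active means mean normalized replicate activity at least 40 and at least half of replicates scoring 40 or more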;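 further: 0% = median of neutral control wells and 100% = median of positive control wells; inhibitors cause a drop in the FAM fluorescence signal; in these data hits start at about 50%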
Target sequence (Q92698 whole entry, looked up): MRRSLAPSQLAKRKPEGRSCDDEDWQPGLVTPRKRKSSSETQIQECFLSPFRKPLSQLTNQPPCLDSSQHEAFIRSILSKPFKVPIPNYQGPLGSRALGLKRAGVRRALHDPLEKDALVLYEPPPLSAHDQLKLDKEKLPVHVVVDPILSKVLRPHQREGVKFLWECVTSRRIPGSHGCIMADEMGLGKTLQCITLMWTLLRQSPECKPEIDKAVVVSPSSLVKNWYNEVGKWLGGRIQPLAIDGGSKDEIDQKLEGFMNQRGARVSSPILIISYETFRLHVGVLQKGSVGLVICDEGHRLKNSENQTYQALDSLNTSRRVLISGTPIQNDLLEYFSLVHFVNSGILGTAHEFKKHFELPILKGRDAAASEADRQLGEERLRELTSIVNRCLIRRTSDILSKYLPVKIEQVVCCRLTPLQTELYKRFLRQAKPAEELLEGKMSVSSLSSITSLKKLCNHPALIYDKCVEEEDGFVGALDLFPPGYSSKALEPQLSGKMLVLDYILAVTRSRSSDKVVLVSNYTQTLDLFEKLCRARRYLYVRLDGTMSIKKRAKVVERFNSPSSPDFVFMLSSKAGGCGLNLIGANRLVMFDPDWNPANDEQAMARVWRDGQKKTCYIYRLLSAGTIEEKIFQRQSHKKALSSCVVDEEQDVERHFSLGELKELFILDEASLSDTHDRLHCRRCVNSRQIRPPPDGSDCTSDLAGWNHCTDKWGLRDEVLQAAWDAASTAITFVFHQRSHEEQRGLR
ERAP1 inh: blocks human ERAP1 aminopeptidase activity; recombinant ERAP1, Leu-AMC fluorescence, 60 min; inhibition, % at 10.7 µM; actives 0.15% (n = 340,000); AID 652197;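 active means mean replicate inhibition of at least 30%, or all replicates individually reaching that 30% level; inactive means mean below 30% and not every replicate reaching it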;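 further: 0% = neutral control wells and 100% = L-leucinethiol positive control wells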
An asterisk follows results filed as active; nt = no result given; [ ] = dose if it differs, or a comment.

SMILES	miR-122 sensor	Cneo AK release	RAD52 inh	PglD inh	PGC1a acetyl inh	E-sel inducer	RAD54 branch	ERAP1 inh
CCOC(=O)C1=C(C)NC(=O)NC1c1cccc(OC)c1OCc1ccccc1Cl (stereo not given)	-4	-1	nt	-2	-2	nt	-9	nt
Cc1ccc(C)c(NS(=O)(=O)c2ccc3c(c2)Cc2cc(S(=O)(=O)Nc4cc(C)ccc4C)ccc2-3)c1	-7	1	nt	6	nt	0.2	2	nt
CC(NC(=O)c1ccccc1)C(=O)Nc1ccccc1 (stereo not given)	nt	0	-8	8	-1	0.3	2	-2
CC1Oc2ccc(C#N)cc2N(Cc2ccc(F)cc2)C1=O (stereo not given)	-7	-2	nt	5	nt	nt	-2	nt
CC(C)(C)c1ccc(CC(=O)N2CCC2(C)C(=O)NS(=O)(=O)c2ccccc2C(F)(F)F)cc1 (stereo not given)	0	5	-17	4	0	-0.1	-3	3
O=C(c1ccccn1)c1ccc2ccccc2n1	-2	-3	-13	-4	-2	1.1	2	-1
O=C(Nc1ccc2c(c1)OCCO2)C1CCCN(S(=O)(=O)c2cnc[nH]2)C1 (stereo not given)	nt	1	-9	0	nt	nt	13	nt
Cc1nnc(N2CCN(c3ccccc3)CC2)[nH]c1=O	-1	0	nt	0	0	nt	5	nt
CCN(C(=S)Nc1cccc(C)c1)c1ccccc1	3	2	nt	-4	-2	nt	1	nt
CC(C)NC(=O)Nc1ccc2c(c1)C(=O)N([C@@H](C)CO)C[C@@H](C)[C@H](CN(C)C(=O)CCC(F)(F)F)OCCCC[C@H](C)O2	3[16.7 µM]	1	1	0	-1	0.8	6	-2

Exported with each value named: entries from further up
CC1Oc2ccc(C#N)cc2N(Cc2ccc(F)cc2)C1=O (stereo not given)
  miR-122 sensor: -7
  Cneo AK release: -2
  RAD52 inh: nt
  PglD inh: 5
  PGC1a acetyl inh: nt
  E-sel inducer: nt
  RAD54 branch: -2
  ERAP1 inh: nt
CCOC(=O)C1=C(C)NC(=O)NC1c1cccc(OC)c1OCc1ccccc1Cl (stereo not given)
  miR-122 sensor: -4
  Cneo AK release: -1
  RAD52 inh: nt
  PglD inh: -2
  PGC1a acetyl inh: -2
  E-sel inducer: nt
  RAD54 branch: -9
  ERAP1 inh: nt

(further entries)
SMILES	miR-122 sensor	Cneo AK release	RAD52 inh	PglD inh	PGC1a acetyl inh	E-sel inducer	RAD54 branch	ERAP1 inh
C[C@H]1CN([C@@H](C)CO)C(=O)Cc2cc(NC(=O)C3CCCCC3)ccc2O[C@H]1CN(C)S(C)(=O)=O	4[16.7 µM]	-1	29	0	-8	-15	-8	-2
CCOC(=O)C1=CC[C@@H](c2ccccc2)N(S(=O)(=O)c2ccc(C)cc2)[C@H]1c1ccccc1C	55	0	-5	0	-27	0.3	8	0
Cc1ccc(S(=O)(=O)N(C)C[C@H]2Oc3ccc(NC(=O)Nc4ccc(F)cc4)cc3CC(=O)N([C@H](C)CO)C[C@H]2C)cc1	-10[16.7 µM]	1	-11	-2	-2	0.8	-8	-3
O=C(C[C@H]1C=C[C@H](NC(=O)Nc2ccc(C(F)(F)F)cc2)[C@H](CO)O1)NCCN1CCCC1	nt	-2	-3	-3	-15	-0.3	2	1
Cc1noc(C)c1S(=O)(=O)Nc1ccc2c(c1)CC(=O)N([C@@H](C)CO)C[C@@H](C)[C@H](CN(C)Cc1ccc(-c3ccccc3)cc1)O2	-5[16.7 µM]	nt	-1	nt	-12	-0.7	nt	2
Cc1c(C(=O)NCc2ccccc2C(F)(F)F)sc(=O)n1Cc1cccc(C(F)(F)F)c1	nt	1	-11	-2	nt	nt	-7	nt
O=C(CCc1ccc(S(=O)(=O)N2CCOCC2)cc1)Nc1ccc(F)cc1[N+](=O)[O-]	3	1	-12	1	11	-0.1	-12	2
CCCC(=O)Nc1ccc2c(c1)C(=O)N(C)C[C@@H](OC)[C@H](C)CN(Cc1ccccn1)[C@H](C)CO2	nt	-3	2	0	3	0.0	-1	-4
NC(=O)C(F)(F)C12OC3C4C5CC(C6C5C3C61)C42 (stereo not given)	-2	0	0	-4	-3	nt	-7	3
C[C@@H]1CCCCO[C@@H](CN(C)C(=O)Cc2ccccc2)[C@@H](C)CN([C@H](C)CO)C(=O)c2cc(NC(=O)c3ccccc3)ccc2O1	-4[16.7 µM]	-1	3	2	5	nt	8	0
CCCn1c(=O)c(C(=O)NCCc2ccc(Cl)cc2)c(O)c2ccccc21	-7	1	-4	2	10	nt	-11	-3
CCN(CC(=O)NC1CC1)S(=O)(=O)c1ccc(C)cc1	0	2	-6	1	nt	0.0	7	2
O=C1CC(c2ccc(F)cc2)C2=C(CCCC2=O)N1 (stereo not given)	-2	0	nt	-2	-11	nt	8	nt
CC(C)(C)OC(=O)N1CCC2(CC1)Oc1ccc(F)cc1C(=O)C21CC(c2cccnc2)=NO1 (stereo not given)	-4	0	nt	3	nt	0.9	-4	nt
Cc1cc(/C=C2/NC(=S)NC2=O)c(C)n1-c1cccnc1	-1	nt	-19	nt	3	nt	nt	3
Cc1ccc(C(=O)NCCNC(=O)c2cccnc2)cc1	-1	8	7	-2	-1	0.2	4	-4
C[C@@H]1CN([C@@H](C)CO)C(=O)c2cc(C#Cc3ccncc3)cnc2O[C@H]1CN(C)CC1CCOCC1	-16[16.7 µM]	-2	-23	-1	-34	-0.8	-6	1
CSc1ccccc1NC(=O)Cn1c(-c2cscn2)nc2ccccc21	2	2	nt	4	0	nt	8	nt
COC(=O)[C@H]1[C@@H](C)N(CCc2cc(OC)c(OC)c(OC)c2)C(=O)N[C@H]1c1ccccc1	nt	1	-1	-2	nt	-0.4	-3	nt
CO[C@H]1CN(C)C(=O)c2cc(NC(=O)C3CC3)ccc2OC[C@H](C)N(C(=O)NC(C)C)C[C@@H]1C	nt	2	-1	1	-2	0.7	7	0
CCCOc1ccc(NC(=O)c2c(-c3ccccc3)noc2C)cc1	-4	1	-13	0	0	nt	2	nt
CC(=O)N[C@@H](Cc1c[nH]c2ccccc12)C(=O)OCc1cc(C(F)(F)F)cc(C(F)(F)F)c1	-2	3	-5	-4	0	0.4	8	-5
C[C@@H]1CN([C@H](C)CO)S(=O)(=O)c2ccc(-c3cccc(C(=O)N(C)C)c3)cc2O[C@H]1CN(C)C	-9[16.7 µM]	2	-7	5	8	-0.1	-3	0
COc1cccc(NC(=O)Nc2ccc3c(c2)CCC3)c1	-3	-30	-5	-1	-11	0.0	5	-1
Oc1ccc(C[C@H]2CNC(=S)N2CC2CCCN2C[C@H](Cc2ccc(O)cc2)N2C[C@H](Cc3ccccc3)N(CC3CCCCC3)C2=S)cc1 (stereo not given in full)	7	0	-17	-6	-24	0.4	-4	nt
CCCCC(=O)Nc1ccc(F)c(Cl)c1	3	1	nt	2	0	nt	-3	nt
O=C(/C=C/c1ccccc1[N+](=O)[O-])OC1CCCCC1=O (stereo not given)	-3	-1	-12	-2	nt	2.1	0	nt
Cc1ccc(S(=O)(=O)N(C)C[C@@H]2OCc3ccccc3-c3ccccc3C(=O)N([C@H](C)CO)C[C@H]2C)cc1	nt	6	-18	-4	-5	0.3	-11	3
CCN1CC=C2C(C#N)=C(N)C(C#N)(C#N)C(c3cc(Cl)ccc3Cl)C2C1 (stereo not given)	-9	-1	nt	-2	5	nt	-11	nt
C[C@H]1CCCCO[C@@H](CN(C)Cc2ccncc2)[C@@H](C)CN([C@@H](C)CO)C(=O)c2cc(NS(=O)(=O)c3ccccc3)ccc2O1	-3[16.7 µM]	0	23	1	-3	nt	0	-5
CCc1cc(-c2n[nH]c(CCC(=O)O)c2-c2nc3ccccc3n2C)c(O)cc1O	-2	nt	-18	nt	-19	nt	nt	8
COc1ccccc1CNC(=O)CCNC(=O)N1CC(=O)Nc2ccccc21	9	-2	2	3	7	nt	-10	0
CC(C(=O)NC1CCCC1)N1CCN(S(=O)(=O)c2ccc(C(C)(C)C)cc2)CC1 (stereo not given)	-2	-2	-16	-2	6	-0.4	-5	2
CSc1ccccc1C(=O)C1CCCN(C(=O)c2csnn2)C1 (stereo not given)	-3	-1	-6	0	-11	4.5	4	0
Cc1ccc(NC(=O)C/C(N)=N/O)cc1C	7	0	nt	7	9	nt	3	nt
O=C(CSc1cccc2cccnc12)N/N=C/c1ccc(O)cc1	-3	-2	-8	-3	1	nt	3	-1
COc1ccc(CNC(=O)C2CCCN(S(=O)(=O)c3ccccc3)C2)cc1 (stereo not given)	5	-1	-7	1	nt	nt	6	-2
O=C(CCC(=O)N(CC(=O)NC1CCCC1)Cc1ccc(F)cc1)Nc1nccs1	4	2	1	6	14	nt	-5	4
Cc1nnc(SCC(=O)N2CCCC(C(=O)c3ccc(Cl)cc3)C2)o1 (stereo not given)	nt	-1	0	3	7	-0.1	6	-8
CC(C(=O)N1CCN(c2ccc(Cl)cc2)CC1)c1ncc(C(F)(F)F)cc1Cl (stereo not given)	2	-1	nt	-3	-20	nt	-9	nt

Results in PGC1a acetyl inh, ERAP1 inh and RAD52 inh, for some of the entries so far:
SMILES	PGC1a acetyl inh	ERAP1 inh	RAD52 inh
C[C@@H]1CN([C@H](C)CO)S(=O)(=O)c2ccc(-c3cccc(C(=O)N(C)C)c3)cc2O[C@H]1CN(C)C	8	0	-7
Cc1ccc(NC(=O)C/C(N)=N/O)cc1C	9	nt	nt
CCCCC(=O)Nc1ccc(F)c(Cl)c1	0	nt	nt

(next part)
SMILES	miR-122 sensor	Cneo AK release	RAD52 inh	PglD inh	PGC1a acetyl inh	E-sel inducer	RAD54 branch	ERAP1 inh
CO[C@@H]1CN(C)C(=O)c2ccc(NC(=O)C3CCCC3)cc2OC[C@@H](C)N(CC2CC2)C[C@@H]1C	nt	-20	7	-1	6	-0.1	-5	1
CCOC(=O)C1CCCN(CC(=O)Nc2nccs2)C1 (stereo not given)	-1	0	-9	5	nt	nt	-13	-3
CC(=O)c1c(C)n(CC(=O)NCc2ccco2)c2ccccc12	-4	3	-4	0	2	0.9	-1	-2
CN1CC(=O)N(CC(=O)NCc2ccc3c(c2)OCO3)C1=O	-7	0	nt	6	18	nt	-4	nt
CCC(C)NC(=O)CSc1nc2n[nH]c(C)c2c(=N)n1-c1ccc(OC)cc1 (stereo not given)	4	1	nt	11	-7	nt	-21	nt
COc1ccc(CN(C)C[C@@H]2OCCCC[C@@H](C)Oc3ccc(NS(=O)(=O)c4ccccc4)cc3C(=O)N([C@@H](C)CO)C[C@H]2C)cc1	1[16.7 µM]	2	14	3	10	0.4	5	-3
C[C@@H]1CN([C@H](C)CO)C(=O)c2cccc(NC(=O)C3CCCCC3)c2O[C@H]1CN(C)CC1CCCCC1	14[16.7 µM]	-1	2	-1	13	0.3	1	0
CCn1nc(C(=O)OC(C(=O)c2c[nH]c3ccccc23)c2ccccc2)c2ccccc2c1=O (stereo not given)	5	3	nt	-1	-3	nt	-5	nt
COc1cc(O)c(CCC(=O)c2ccc(OC)c(OC)c2)c(OC)c1	-5	2	2	-4	1	0.1	4	nt
CN1CCN(c2ccc(S(=O)(=O)N3CCOCC3)cc2NC(=O)CSCc2ccccc2)CC1	-12	-1	3	-5	1	-0.4	-1	-1
CN(C)C(=O)CSc1nnc([C@H](Cc2ccccc2)NC(=O)OC(C)(C)C)o1	nt	0	-13	-1	6	1.8	3	3
N#C[C@H]1[C@H](c2ccccc2-c2cccc(F)c2)[C@H](CO)N1C(=O)C1CC1	nt	nt	-12	nt	-6	-0.1	nt	-2
Cc1ccc(C)c(NC(=O)C(Sc2cccc[n+]2[O-])c2ccccc2)c1 (stereo not given)	-5	nt	-5	nt	9	-0.7	nt	4
C[C@@H]1CN([C@@H](C)CO)C(=O)c2cccc(NC(=O)Nc3ccc(F)cc3)c2O[C@H]1CN(C)CC1CC1	-1[16.7 µM]	-10	-7	0	nt	-0.3	-1	-2

Screens (PubChem BioAssay)
